RMI-FANCM inh – inhibitors of human RMI core complex binding to FANCM MM2; AID 1159607; Fluorescence polarization, RMI core complex with F-MM2 peptide; stronger effect = lower value; actives 0.58% (n = 70,000); FP signal (polarization) at 33 µM; in the data active means FP signal below about 40; further: inactives centre near 61; strong numbers were not always called active; unit not given here
An asterisk follows results filed as active; & = joins results of further samples. Not all compounds are listed; count on the stated rates, not on these rows.

Compound,RMI-FANCM inh
COc1ccccc1OCC(=O)N1CCN(Cc2nc3ccccc3[nH]2)CC1,62
CN(C)P(=O)(NC(=O)C(Cl)(Cl)Cl)N(C)C,51
Cc1ccc2nc(N3CCNCC3)sc2c1,72
Cc1nn(-c2ccccc2)cc1C=C1C(=O)NC(=S)NC1=O,88
c1ccc2c(CN3CCC(N4CCCCC4)CC3)c[nH]c2c1,77
CCOc1ccc(N2CCNCC2)nn1,69
CCOC(=O)C1=C(N)Oc2c(c(=O)oc3ccccc23)C1c1ccccc1F (stereo not given),62
CN1C(=O)C(=Cc2cccnc2)C(=O)N(C)C1=O,63
CCOC(=O)c1cncn1[C@@H](C)c1ccccc1,60
CC12CCC3C(CCC4=CC(=O)CCC43CO)C1CCC2OC(=O)c1ccccc1 (stereo not given),54
Oc1ccc2c3c1OC1C(O)CC[C@@]4(O)[C@@H](C2)N(CC2CCC2)CC[C@]314 (stereo not given in full),59
CCN(CC)CCN(C(=O)Cc1ccc2c(c1)OCO2)c1nc2c(F)cccc2s1,80
CCCN1CCc2cc(O)cc3c2[C@H]1Cc1ccc(O)c(O)c1-3,53
C[C@]12CCC(=O)C[C@@H]1CC[C@@H]1[C@@H]2CC[C@@]2(C)[C@H]1CC[C@]2(C)O,59
O[C@@H]1CCCC[C@H]1N1CCC(c2ccccc2)CC1,51&58
COc1ccccc1/C=c1\sc2n(c1=O)C1c3ccccc3OC(C)(N=2)C1C(C)=O (stereo not given),58
COc1cc2c(cc1OC)[C@@H]1C(=O)c3ccc(OC)c(CC=C(C)C)c3O[C@@H]1CO2,29*
COP(=O)(OC)OC=C(Cl)Cl,54
C=CCC1(NCCc2ccccc2)CCCCC1,60
Cn1ccnc1N1CCNCC1,65
CC12CCC3C(CC4OCC35CCC(O)C[C@]45Br)C1CCC2O (stereo not given in full),53
CN(C)c1ccc(CCN)cc1,70
Cc1nnc(NC(=O)c2cccn(Cc3cccc(C(F)(F)F)c3)c2=O)s1,71
O=Cc1cc2c(cc1O)OCO2,58
NC1C[C@H]1c1ccccc1 (stereo not given in full),64
CNC(=S)NNC(=O)C1C2CCN(CC2)C1SCc1ccc(Cl)cc1 (stereo not given),56&55
COc1ccc(OC)c(NC2=NCCS2)c1,51
Cc1ccc2c(c1)C1CN(C)CCC1N2 (stereo not given),44
CC(C)c1c(CN(C)C(C)Cc2ccccc2)n(C)n(-c2ccccc2)c1=O (stereo not given),55
CCCN1CCO[C@@H]2c3cc(O)ccc3OC[C@H]21,55&53
CC12CCC3C(CCC4CC(O)CCC43C)C1C/C(=C\c1cccc(Cl)c1Cl)C2=O (stereo not given),46
CSc1nnc(C(C)(C)C)c(=O)n1N,58
Cc1nnc(NC(=O)c2cccn(Cc3c(F)cccc3Cl)c2=O)s1,57
COc1cc(OC)cc(C(=O)Nc2ccc(Br)cc2C(=O)c2ccccc2)c1,62
Cc1ccc(Cl)c2sc(N3CCNCC3)nc12,88
Cc1c(O)c(O)cc2c1CC1OC13[C@@]2(C)CC[C@@]1(C)C2C[C@](C)(C(=O)O)CC[C@]2(C)CC[C@]31C (stereo not given in full),52
Cc1cc(N2CCN(C)CC2)ncn1,59
Nc1ccccc1C(=O)c1ccccc1,59
Cc1csc2sc(C=C(C#N)C#N)c(C)c12,58
C/C(=C\c1ccc([N+](=O)[O-])cc1)[N+](=O)[O-],55

An excerpt of these results, as labelled records.
CNC(=S)NNC(=O)C1C2CCN(CC2)C1SCc1ccc(Cl)cc1 (stereo not given)
  RMI-FANCM inh: 56&55
Cc1cc(N2CCN(C)CC2)ncn1
  RMI-FANCM inh: 59
Cc1nnc(NC(=O)c2cccn(Cc3cccc(C(F)(F)F)c3)c2=O)s1
  RMI-FANCM inh: 71
NC1C[C@H]1c1ccccc1 (stereo not given in full)
  RMI-FANCM inh: 64

Returning to the listing, starting 7 compounds before the break.
Compound,RMI-FANCM inh
COc1cc(OC)cc(C(=O)Nc2ccc(Br)cc2C(=O)c2ccccc2)c1,62
Cc1ccc(Cl)c2sc(N3CCNCC3)nc12,88
Cc1c(O)c(O)cc2c1CC1OC13[C@@]2(C)CC[C@@]1(C)C2C[C@](C)(C(=O)O)CC[C@]2(C)CC[C@]31C (stereo not given in full),52
Cc1cc(N2CCN(C)CC2)ncn1,59
Nc1ccccc1C(=O)c1ccccc1,59
Cc1csc2sc(C=C(C#N)C#N)c(C)c12,58
C/C(=C\c1ccc([N+](=O)[O-])cc1)[N+](=O)[O-],55
Cc1nc2ccc(NC(=O)C(C)(C)C)cc2c(=O)n1-c1ccc(Cl)cc1,60
CN(C)[C@@H]1C(=O)C(C(N)=O)=C(O)[C@@]2(O)C(=O)C3=C(O)c4c(O)cccc4[C@@](C)(O)[C@H]3[C@H](O)[C@@H]12,62&43&64
COc1ccc(OC)c(C(O)C(C)N)c1 (stereo not given),64&55&36
Cc1ccsc1C=C1C(=O)NC(=O)NC1=O,121
CN1CCc2cc(C(CNC(=O)Nc3ccc(F)cc3)N(C)C)ccc21 (stereo not given),65
Clc1ccccc1CC1=NCCN1,54
Fc1ccc(NC2=NCCN2)cc1,62
CCn1ccc(C(=O)Nc2ccc(Cl)cc2C(=O)c2ccccc2Cl)n1,87
CC(C)NP(=O)(NC(C)C)OP(=O)(NC(C)C)NC(C)C,54
O=C(Nc1ccc(Cl)cc1C(=O)c1ccccc1)c1ccc2c(c1)OCO2,82
Cc1nc(SCc2ccccc2)[nH]c(=O)c1CC(=O)N1CCN(Cc2ccccc2)CC1,62
N=C(N[N+](=O)[O-])N1CCSCC1,51
CN(C)C(=O)Oc1cccc2cccnc12,62
O=C1C=CC(=O)c2c(O)cccc21,-18*
O=c1c2ccccc2[nH]c(=S)n1-c1ccc(F)cc1,57
CC(C)(C)c1ccc(OC(=O)N2CCCCC2)cc1,56
C[C@H](N)CN1CCc2ccc(Br)cc21,64
CCOc1cc2c(cc1Br)nc1n2C(c2ccccc2)C(Br)CS1 (stereo not given),62
NCCc1ccc(S(=O)(=O)F)cc1,56
O=C1NC(=S)NC(=O)C1=Cc1c(Cl)cccc1Cl,66
Fc1c(F)c(F)c(N2CCNCC2)c(F)c1F,69
CN1CC[C@@H](c2ccc(F)cc2)[C@H](COc2ccc3c(c2)OCO3)C1,63
CCOC(=O)C1C2NC(=S)N(c3cccc(C)c3)C1(C)Oc1ccc(Cl)cc12 (stereo not given),45
CC1(C)C(=O)C=C[C@]2(C)C3CC[C@@]4(C)[C@H](c5ccoc5)C[C@H]5O[C@]54C3[C@H](O)CC12 (stereo not given in full),57
CCCN1CCC[C@@H]2Cc3[nH]ncc3C[C@H]21,46&51&57
C[C@]12CCC3C(CC[C@H]4C[C@@H](Cl)CC[C@]34C)C1CCC2=O (stereo not given in full),61
COc1ccccc1N1CCN(CC#N)CC1,57
CCCN1CCC[C@@H](c2cccc(C#N)c2)C1,56
C=C(C)C1CNC(C(=O)O)C1CC(=O)O (stereo not given),56
CC(C)(C)NCC(O)c1ccccc1Cl (stereo not given),54&55
CCN(CC)C(=O)N[C@@H]1C=C2c3cccc4[nH]cc(c34)C[C@H]2N(C)C1,47
CC(N)Cc1cccs1 (stereo not given),74
O=C1CC[C@@]2(O)C3Cc4ccc(O)c5c4C2(CCN3CC2CC2)[C@H]1O5 (stereo not given in full),53
CC(C)c1ccc(N=Nc2c(O)[nH]c(=O)[nH]c2=O)cc1,60
Cc1ccc2c(c1)C(c1ccccc1)NCC(=O)N2 (stereo not given),65
CC(=O)O[C@@H]1CC[C@]2(C)C3CC[C@]4(C)C(=O)CCC4C3CC[C@H]2C1 (stereo not given in full),64
CN1C[C@H](CO)C=C2c3cccc4[nH]cc(c34)C[C@H]21,78
COC(=O)c1ccccc1NC(=O)c1cc2cccnc2n(Cc2ccc(F)cc2)c1=O,60
O=C1NC(=S)NC(=O)C1=Cc1ccco1,57
O=C(Cc1cccs1)N1CCN(Cc2nc(-c3ccc(F)cc3)cs2)CC1,63
Cc1[nH]c2ccccc2c1CCNCc1cccs1,64
O=C(Cc1ccc(F)cc1)N1CCN(Cc2nc(-c3cccs3)cs2)CC1,61
CN1CCN(c2ccccc2C=C(C#N)C#N)CC1,60
CC(=O)c1cccc(NC(=O)c2cccn(Cc3ccccc3C)c2=O)c1,63
COc1cc2c(c(OC)c1OC)-c1ccc(O)c(=O)cc1[C@@H](N)CC2,61
Clc1ccc(NCCN2CCOCC2)nn1,60
CC12CC3(C(=O)Nc4ccc(Cl)cc4C(=O)c4ccccc4)C1CCC23C (stereo not given),64
CC1Cc2cc3c(cc2C(c2ccc(N)cc2)=NN1)OCO3 (stereo not given),59
C[C@]12CC3SC3C[C@@H]1CC[C@@H]1[C@@H]2CC[C@]2(C)[C@@H](O)CC[C@@H]12 (stereo not given in full),63
CC(=O)Nc1nc(C)c(Oc2ccccc2)c(OC(=O)N(C)C)n1,57
CCOC(=O)C1=C(N)Oc2c(c(=O)oc3ccccc23)C1c1ccccc1Cl (stereo not given),54
CN1CCN(C(=O)OC2c3nccnc3C(=O)N2c2ccc(Cl)cn2)CC1 (stereo not given),51
CCOP(=S)(NNc1cccc(C(F)(F)F)c1)OCC,61
O=S1(=O)CC2SC2C1 (stereo not given),52
C[C@@H]1O[C@@H](O[C@H]2C[C@@H](O)[C@]3(CO)[C@H]4[C@H](O)C[C@]5(C)[C@@H](C6=CC(=O)OC6)CC[C@]5(O)[C@@H]4CC[C@]3(O)C2)[C@H](O)[C@H](O)[C@H]1O,53&63
Cc1cc(C(=O)Nc2ccc(Cl)cc2C(=O)c2ccccc2)nn1C,72
O=C1CC[C@@]2(O)[C@H]3Cc4ccc(O)c5c4C2(CCN3CC2CC2)[C@H]1O5,57
O=C(CN1CCOCC1)Nc1ccc(Cl)cc1C(=O)c1ccccc1,57&63
O=C1NC(=O)C(=Cc2ccc(Cl)o2)C(=O)N1,65
CC(=O)Oc1c2c(c(CC=C(C)C)c3c1C(=O)C1=C[C@@H]4CC5C(C)(C)OC(C/C=C(\C)C(=O)O)(C4=O)[C@@]15O3)OC(C)(CCC=C(C)C)C=C2 (stereo not given in full),55

(next part)
Compound,RMI-FANCM inh
CCCNc1nc(SC)nc2c1cnn2CCN,77
Cc1ccccc1N1C(=O)CC(=O)NC1=O,43
NCC#Cc1ccccc1,47
CN(C)C(=O)Oc1cc(C(F)(F)F)nc(C2CC2)n1,60
OC(CN1CC=C(c2ccccc2)CC1)C(F)(F)F (stereo not given),53
CN(C)C(=O)Oc1noc2cc(Cl)ccc12,53
CN(C)CCN(C(=O)COc1ccc(Cl)cc1Cl)c1nc2cc3c(cc2s1)OCO3,79
CCN(CC)CCN(C(=O)COc1ccc(Cl)cc1)c1nc2cc3c(cc2s1)OCO3,77
CCOC(=O)C1(O)C(=O)Nc2cc(OC)cc(OC)c21 (stereo not given),56
COc1ccc(CN2CCNCC2)c(OC)c1OC,66
CN(C)[C@@H]1C(=O)C(C(N)=O)=C(O)[C@@]2(O)C(=O)C3=C(O)c4c(O)cccc4[C@@](C)(O)[C@H]3C[C@@H]12,66&49
O=C(Nc1ccc(Br)cc1C(=O)c1ccccc1)c1ccc2c(c1)CCCC2,52
O=C(Nc1ccc(Cl)cc1C(=O)c1ccccc1)c1ccco1,52
CC(=O)O[C@@H]1C2CC[C@@H]3C1(C[C@@H](O)[C@@]1(O)[C@@H](C[C@H](O)C1(C)C)[C@]3(C)O)C[C@@]2(C)O (stereo not given in full),58
CNc1ccc(Br)cc1C(=O)c1ccccc1,55
CC(C)C[C@H]1C(=O)N2CCC[C@H]2[C@]2(O)O[C@](NC(=O)[C@@H]3C=C4c5cccc6[nH]cc(c56)C[C@H]4N(C)C3)(C(C)C)C(=O)N12,30
O=C(Cl)OC1CCS(=O)(=O)C1 (stereo not given),61
C[C@]12CCC3C(CC[C@H]4C[C@H](O)CC[C@]34C)C1CC[C@@H]2O (stereo not given in full),52
CCOC(=O)c1ncn2c1[C@@H]1CCCN1C(=O)c1cc(OC)ccc1-2,64
Cc1nnc2n1-c1ccc(Cl)cc1C(c1ccccc1)=NC2,57
O=C(Nc1ccc(Cl)cc1C(=O)c1ccccc1)c1cccs1,67
O=C(Nc1ccc([N+](=O)[O-])cc1)c1cccn(Cc2cccc(C(F)(F)F)c2)c1=O,53
Nc1c([N+](=O)[O-])cncc1[N+](=O)[O-],55
N#CC1CC2CC1N(Cc1ccccc1)C2 (stereo not given),61
C#CCSc1nc(C)c(Cc2c(F)cccc2Cl)c(OC(=O)N(C)C)n1,55
O=[N+]([O-])c1cccnc1N1CCCNCC1,60&53
NC(CCCCCP(=O)(O)O)C(=O)O (stereo not given),60
CSc1nc(NC(C)C)nc(NC(C)C)n1,55
CSc1cccc2sc(N(CCN(C)C)C(=O)Cc3ccc(S(C)(=O)=O)cc3)nc12,100
O=C1C=CC(=O)C=C1,65
NCC(CP(=O)(O)O)c1ccc(Cl)cc1 (stereo not given),60
COc1cc2c(cc1OC)-c1c(oc3c4c(ccc3c1=O)OC(C(C)C)C4)CO2 (stereo not given),61
Cc1c(NC(=O)c2ccc(Cl)cc2)cc(-c2ccccc2)n1CCCN1CCOCC1,64
C[C@@H](N)Cc1cnc[nH]1,41
CNC(=O)O/N=C(/N)c1nn(C(=O)NC)cc1Br,48
N#CC(C#N)=NNc1cccc(Br)c1,58

High-throughput results deposited in PubChem BioAssay by Small Molecule Screening Facility, UW Madison.
